L929 necroptosis = L929 zVAD cell death inhibition; L929 zVAD necroptosis rescue, ATP luminescence, 24 h; with zVAD 60 µM; viability rescue, % at 10 µM; 220,000 tested, 0.38% active; AID 1377;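 active = activation, scaled between plate controls, above about 75%, limit read from the data; inactive = activation under that limit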;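 note: 0% = zVAD with DMSO and 100% = DMSO alone without zVAD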
CHOP inhibitor = blocks CHOP induction under ER stress. CHO-K1 CHOP-promoter luciferase, tunicamycin-induced, 15-18 h. 220,000 tested, 3.8% active. inhibition, % at 10 µM. AID 2732;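 active = compounds that reduced the stress-induced luciferase reporter signal by more than about 70% of percent inhibition, limit read from the data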;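 note: 0% = tunicamycin plus vehicle and 100% = wells without tunicamycin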
Tb hexokinase = T. brucei hexokinase 1 inhibition; recombinant TbHK1, G6PDH-coupled NADH A340; inhibition, % at 10 µM; 220,000 tested, 0.11% active;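 active = inhibition of 50% or more in the single-dose primary screen; inactive = inhibition below 50%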
FXIIa inh 1536 = blocks human coagulation factor XIIa protease activity. P00748. purified FXIIa, Boc-QGR-AMC fluorogenic substrate, 2 h. inhibition, % at 5 µM. 220,000 tested, 0.3% active; in the data active = inhibition above about 40%;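 note: 0% = enzyme with no compound and 100% = blank without enzyme; many of its hits are not listed in these tables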
Wee1 degr inh = inhibitors of human Wee1 degradation; P30291; HeLa Luc-Wee1K328M stability, luciferase luminescence; 100% = proteasome inhibitor MG132 effect; reporter increase, % at 5 µM; 220,000 tested, 1.2% active;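 active = activation above the mean of all tested compounds plus 3 SD, set per screening run, cut at about 8.8% in these data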;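 note: cells exposed to compound for 20 h before luminescence read; 0% = DMSO alone and 100% = MG132 at 30 µM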
Target sequence (P30291 whole entry K328M): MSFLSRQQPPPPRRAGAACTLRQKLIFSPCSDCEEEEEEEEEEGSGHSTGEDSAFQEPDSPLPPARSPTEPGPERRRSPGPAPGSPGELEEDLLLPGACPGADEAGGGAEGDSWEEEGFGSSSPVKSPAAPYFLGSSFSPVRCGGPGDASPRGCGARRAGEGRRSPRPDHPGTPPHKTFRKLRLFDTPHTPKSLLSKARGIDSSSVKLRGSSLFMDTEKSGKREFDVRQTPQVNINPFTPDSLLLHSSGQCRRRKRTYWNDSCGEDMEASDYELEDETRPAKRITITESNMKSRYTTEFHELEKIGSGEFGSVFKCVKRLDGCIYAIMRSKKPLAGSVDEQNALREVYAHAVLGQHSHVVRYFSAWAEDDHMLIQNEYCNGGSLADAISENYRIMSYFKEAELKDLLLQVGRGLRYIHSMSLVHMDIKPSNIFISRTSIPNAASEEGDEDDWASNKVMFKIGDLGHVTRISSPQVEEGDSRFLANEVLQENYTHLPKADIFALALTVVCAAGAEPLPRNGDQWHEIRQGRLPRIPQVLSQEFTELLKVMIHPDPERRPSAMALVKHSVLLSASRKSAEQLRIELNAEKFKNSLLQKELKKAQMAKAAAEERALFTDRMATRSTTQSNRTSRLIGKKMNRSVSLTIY
EP2 antag = inhibitors of human EP2 prostaglandin E2 receptor. P43116. C6 glioma cells expressing human EP2, cAMP TR-FRET; cells stimulated with saturating PGE2. inhibition, % at 25 µM. 260,000 tested, 0.52% active. AID 1422;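 active = percent inhibition above 40 after rounding to a whole number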;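 note: rat C6 glioma host cells with rolipram phosphodiesterase inhibitor present; the protocol text gives 20 µM as final concentration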
Target sequence (P43116 whole entry, looked up): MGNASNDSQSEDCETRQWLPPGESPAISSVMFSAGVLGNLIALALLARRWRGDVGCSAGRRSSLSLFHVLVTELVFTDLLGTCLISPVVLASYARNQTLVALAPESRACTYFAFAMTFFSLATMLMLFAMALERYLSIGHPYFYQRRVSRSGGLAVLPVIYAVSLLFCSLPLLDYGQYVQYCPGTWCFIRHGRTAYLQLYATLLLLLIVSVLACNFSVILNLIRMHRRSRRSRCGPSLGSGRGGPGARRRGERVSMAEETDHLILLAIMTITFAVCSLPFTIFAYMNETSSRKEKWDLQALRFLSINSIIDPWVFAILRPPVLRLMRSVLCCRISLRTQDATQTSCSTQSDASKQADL
TNF death inh = TNF-alpha cell death inhibition in Jurkat FADD-/- cells; Jurkat FADD-/- TNF necroptosis rescue, ATP luminescence, 24 h; 0 = TNF only, 100 = no-TNF cells; activation (protection from cell death), % at 10 µM; 220,000 tested, 0.068% active; AID 463075;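 active = activation, meaning protection from cell death, of at least 50% relative to plate controls; inactive = activation below 50%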;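 note: necroptosis triggered by 40 ng/mL TNF-alpha added together with compound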
PPC-1+TRAIL kill = PPC-1 cancer cell killing with TRAIL present. cell killing (% activity), % at 4 µM. AID 1443. 220,000 tested, 0.41% active. PPC-1 cells + TRAIL, ATPLite viability luminescence;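 active = cell killing above 50% in the first pass at 4 µM, then a duplicate retest at 5 µM averaging 50% or more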;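 note: plate controls were cells with TRAIL plus DMSO for no effect and medium-only wells lacking cells for full effect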
FXIa inh = inhibitors of human coagulation factor XIa; 220,000 tested, 0.14% active; AID 798; P03951; inhibition, % at 5 µM; purified FXIa, Boc-Glu-Ala-Arg-AMC fluorogenic substrate;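 active = inhibition of at least 40%; inactive = inhibition below 40%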;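 note: fluorescence of freed AMC excited at 355 nm; 0% = enzyme without compound and 100% = no enzyme blank; many of its hits are not listed in these tables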
* marks the source's active call; other numbers are inactive results; . = not tested or not shown; ! = repeats disagree. Not all compounds are listed; rates above refer to the full screens.

Structure	L929 necroptosis	CHOP inhibitor	Tb hexokinase	FXIIa inh 1536	Wee1 degr inh	EP2 antag	TNF death inh	PPC-1+TRAIL kill	FXIa inh
CCCCCCOC(=O)CCn1[nH]c(=O)c2ccccc2c1=O	1.8	16	-1	6	0	8	1.2	-1	2
Cc1nn(-c2ccccc2)c2c1C(=O)N(c1ccccc1)C(=O)C(C)(C)C2	-0.5	-22	6	5	1	7	-2.4	-10	-6
CCCc1nn(-c2cc(Cl)ccc2OC)c2c1C(=O)CCC2	-1.3	30	-5	12	3	9	-3.8	11	0
COc1ccc(/C=C/C(=O)c2ccccn2)cc1	-0.2	-15	-6	0	12*	8	0.7	6	-4
COC(=O)c1sc(NC(=O)c2cc(-c3ccccc3)nc3ccccc23)c(C#N)c1C	3.2	75*	-1	26	-2	9	-13	17	7
NC1=NC(=O)/C(=C/c2ccccc2OS(=O)(=O)c2ccc3ccccc3c2)S1	1.3	-6	-14	9	7	10	2.0	5	3
CCCCNC(=S)N(C)/N=C/c1sc(N2CCCCC2)nc1-c1cccs1	1.8	39	18	7	0	5	0.1	6	0
COc1ccc(N2CCN(CCC(N)=O)CC2)cc1	0.0	-13	-9	6	4	8	0.9	22	6
COc1ccc(C2=Nn3c(nnc3-c3ccccc3OC)SC2)cc1OC	-0.2	.	-18	21	0	8	-11	-9	4
O=C(Cc1ccccc1)NC(=S)Nc1ccc2oc(-c3ccccc3)nc2c1	2.6	45	-7	2	2	7	-0.3	-3	-6
CCc1nc(NCCCCCO)c2nnn(Cc3ccccc3F)c2n1	0.5	28	3	7	-2	14	-0.5	6	4
O=C(CNC(=O)c1ccccc1F)NCCOc1ccccc1Cl	0.8	50	-2	-5	5	2	1.8	2	-10
COc1ccc(CCNC(=S)N(C)C)cc1OC	0.5	9	4	6	-4	5	0.5	8	7
COc1cc(NC(=O)c2noc3c2CCCC3)c(OC)cc1Cl	3.1	-43	-6	15	-1	4	2.2	0	0
CC(=O)Nc1nc2n(n1)C(c1ccc(Cl)cc1)C=C(C)N2 (stereo not given)	0.2	14	-6	2	5	16	-1.1	-3	-7
COc1cc(N2C(=O)CSC23C(=O)Nc2ccccc23)cc(OC)c1OC (stereo not given)	-0.8	3	0	6	0	7	-0.6	16	1
Cc1ccc(C(=O)NCCSCc2ccc(Cl)cc2Cl)cc1[N+](=O)[O-]	0.1	21	10	7	-1	3	1.6	6	6
O=C(Nn1c(-c2ccncc2)nc2ccccc2c1=O)c1ccc(Br)cc1	0.7	15	-8	10	-1	10	0.2	-10	3
COc1ccc2[nH]c(=O)c(CN(Cc3ccccc3)C(=S)NCC3CCCO3)cc2c1 (stereo not given)	1.9	-3	-2	12	-5	6	-0.2	-12	-1
O=[N+]([O-])c1cccc(-c2cn(-c3ccccc3)c(=S)[nH]2)c1	-0.6	-12	0	3	4	5	1.4	8	-1
Cc1c(-c2ccccc2)nc(N)c(C#N)c1-c1cccnc1	-0.2	7	-28	-1	8	8	1.9	8	-4
CON1C(=O)C(=O)N(OC)C2CCCCCC21 (stereo not given)	0.4	11	-1	6	3	6	-2.1	3	4
Cc1cc(C)n2nc(C(=O)N/N=C/c3c4ccccc4cc4ccccc34)nc2n1	0.2	18	-9	6	1	11	-3.4	-4	-3
COCC(=O)N(Cc1cc2cc(OC)ccc2[nH]c1=O)c1ccc(C)cc1	0.0	.	-16	1	1	22	-3.1	-8	-5
Cn1cccc1Cc1nnc(SCC(=O)N2CCc3ccccc32)n1CCc1ccccc1	0.4	64	-5	10	6	6	-5.7	-1	1
N/C(=N\OC(=O)Cc1ccccc1)c1cccc(Br)c1	0.3	3	-1	0	1	3	1.3	18	-5
CCOC(=O)N1CCC(n2c(SCC(=O)c3ccccc3)nc3ccsc3c2=O)CC1	-0.1	44	-9	17	0	11	-1.8	11	4
COc1ccccc1OCCCCOc1ccccc1F	0.0	2	0	2	-2	15	-1.3	26	-4
COC1OC(COC(=O)CNC(=O)OC(C)(C)C)C(O)C(O)C1O (stereo not given)	0.2	16	-1	15	-1	8	1.5	16	7
COc1ccc(C(=O)CN2C(=O)NC3(CCCc4ccccc43)C2=O)cc1OC (stereo not given)	0.2	-10	-4	20	1	7	2.4	-2	9
Cc1ccc(Nc2ccccc2N)cc1	76*	-14	3	14	1	5	-10	-9	2
O=C1c2ccccc2C(=O)c2c1cccc2N1CCN(CCO)CC1	36	47	-12	18	-2	6	-3.1	26	3
COCC(=O)OCC(=O)Nc1cc(C(C)(C)C)nn1-c1ccccc1	-0.2	12	22	9	1	11	1.0	10	1
Cc1ccccc1NC(=O)CN1C(=O)S/C(=C\c2ccc(-c3cc(C(=O)O)ccc3C)o2)C1=O	12	9	31	0	0	26	-0.5	25	2
CC(=O)c1ccc2c(c1)OCCOCCOCCOCCO2	0.2	1	-13	4	3	10	0.1	3	-3
Cc1cc(Oc2ccc(=O)n(C)n2)nc(SCC(N)=O)n1	-0.1	-12	-6	5	3	6	2.7	8	-2
O=C(O)c1ccc(NS(=O)(=O)/C=C/c2ccccc2)cc1O	0.0	7	1	-7	-1	6	0.8	10	-5
CSC1CCCCC1(O)CSc1nc2c(cc1C#N)CCCC2 (stereo not given)	0.1	85*	4	8	-2	10	0.0	22	-3
O=C(COC(=O)COc1ccc(Cl)cc1)Nc1ccc(N2CCOCC2)cc1	1.7	6	-4	3	-1	1	0.0	-3	-4
O=S(=O)(c1ccccc1)c1cnc(-c2cccnc2)nc1-c1ccc(Cl)c(Cl)c1	0.9	10	-2	-9	-2	1	-0.7	-2	-18
CCN(CC)CCNCc1cc(Cl)ccc1OCc1ccccc1F	-0.9	13	5	-1	4	9	1.4	17	-3
CC1CN=C(N(C(=O)Nc2ccccc2)c2ccc(F)cc2)S1 (stereo not given)	3.0	5	-4	15	-2	9	3.5	18	3
COc1ccc(C(C)(C)C)cc1NC(=O)c1cc(S(=O)(=O)N(C)C)ccc1N1CCCC1	2.7	41	-13	10	2	9	4.0	2	-1
COc1ccc(-c2nnc(SCC(=O)c3ccc(C)o3)o2)cc1	-0.2	-2	0	15	4	8	-0.6	-10	9
CC(=O)n1nc(-c2ccc(Cl)cc2)nc1NCc1ccco1	0.8	62	12	15	2	8	1.0	5	-12
COCCN(C(=O)CCC(=O)Nc1nccs1)C(C(=O)NC(C)(C)C)c1ccc(Cl)cc1 (stereo not given)	0.8	6	-7	7	1	6	0.0	14	16
COc1ccc(N(CC(=O)N/N=C/c2cc(Br)c(C)o2)S(=O)(=O)c2ccc(NC(C)=O)cc2)cc1	1.6	26	-17	3	0	4	2.0	.	-2
CCn1c(SCc2ccc(C)cc2)nnc1C1CCN(S(=O)(=O)c2ccc(OC)cc2)CC1	-0.5	32	-3	18	1	2	-5.3	-13	3
COc1ccc(NC(=O)N2CCCCC2)cc1	-1.1	-41	3	-1	1	9	0.4	4	-9
COc1ccc(C2C(C#N)=C(N)OC3=C2C(=O)CCC3)cc1Cn1cc([N+](=O)[O-])cn1 (stereo not given)	-0.1	20	-6	13	5	9	2.8	-7	0

Ten structures out of the list, ordered by length of the SMILES, descending.
Structure	L929 necroptosis	CHOP inhibitor	Tb hexokinase	FXIIa inh 1536	Wee1 degr inh	EP2 antag	TNF death inh	PPC-1+TRAIL kill	FXIa inh
COCCN(C(=O)CCC(=O)Nc1nccs1)C(C(=O)NC(C)(C)C)c1ccc(Cl)cc1 (stereo not given)	0.8	6	-7	7	1	6	0.0	14	16
CCn1c(SCc2ccc(C)cc2)nnc1C1CCN(S(=O)(=O)c2ccc(OC)cc2)CC1	-0.5	32	-3	18	1	2	-5.3	-13	3
CCOC(=O)N1CCC(n2c(SCC(=O)c3ccccc3)nc3ccsc3c2=O)CC1	-0.1	44	-9	17	0	11	-1.8	11	4
COc1ccc(C(=O)CN2C(=O)NC3(CCCc4ccccc43)C2=O)cc1OC (stereo not given)	0.2	-10	-4	20	1	7	2.4	-2	9
O=C(COC(=O)COc1ccc(Cl)cc1)Nc1ccc(N2CCOCC2)cc1	1.7	6	-4	3	-1	1	0.0	-3	-4
COC1OC(COC(=O)CNC(=O)OC(C)(C)C)C(O)C(O)C1O (stereo not given)	0.2	16	-1	15	-1	8	1.5	16	7
CC1CN=C(N(C(=O)Nc2ccccc2)c2ccc(F)cc2)S1 (stereo not given)	3.0	5	-4	15	-2	9	3.5	18	3
CCN(CC)CCNCc1cc(Cl)ccc1OCc1ccccc1F	-0.9	13	5	-1	4	9	1.4	17	-3
CC(=O)c1ccc2c(c1)OCCOCCOCCOCCO2	0.2	1	-13	4	3	10	0.1	3	-3
COc1ccc(NC(=O)N2CCCCC2)cc1	-1.1	-41	3	-1	1	9	0.4	4	-9

New compounds follow.
Structure	L929 necroptosis	CHOP inhibitor	Tb hexokinase	FXIIa inh 1536	Wee1 degr inh	EP2 antag	TNF death inh	PPC-1+TRAIL kill	FXIa inh
CCC(C)NC(=O)CN(c1ccc(OC)cc1)S(=O)(=O)c1ccccc1 (stereo not given)	-0.6	-9	-1	4	2	3	0.8	.	-3
CCOC(=O)CSc1nc(-c2ccccc2)nc2ccc(F)cc12	0.2	0	5	-9	0	5	2.2	4	-2
CCN(CC)C(=O)CN1C(=O)/C(=C/c2ccccc2)SC1=S	0.2	-4	-2	14	2	3	0.7	-1	5
C=CCC1(Cl)C(=O)C(Cl)=C(N2CCN(C)CC2)C1(OC)OC (stereo not given)	0.7	-3	-14	12	2	7	0.3	15	2
CCc1ccc(C(C(=O)NCc2ccc(OC)cc2)N(CCOC)C(=O)Cc2cccs2)cc1 (stereo not given)	-0.2	6	3	8	0	14	-2.6	-6	0
O=C(Nc1ccc2nn(-c3ccccc3)nc2c1)c1ccco1	0.7	43	-6	11	4	41*!	0.9	17	6
CN(C)c1ccc(NC(=O)c2ccc(COc3cccc(Cl)c3)o2)cc1	0.0	47	-15	9	1	20	-3.1	33	-21
CCc1ccc(NS(=O)(=O)c2ccc3[nH]cc(C(=O)NCC4CCCO4)c(=O)c3c2)cc1 (stereo not given)	5.6	-11	-14	8	1	.	0.8	.	0
CCOC(=O)c1c(C2CC2)csc1NC(=O)COC(=O)c1cnc(Cl)c(Cl)c1	0.2	10	-6	4	-1	16	-0.5	-4	-1
CC(C)(C)c1ccc(CNC(=O)c2ccc3c(c2)NC(=O)CO3)cc1	22	-1	3	4	0	2	0.8	1	-2
CC1(C)Cc2ccccc2C(NNC(=O)c2cccnc2)=N1	0.6	-7	-22	18	-3	3	-0.6	9	10
O=C1N/C(=N\N=C\c2cccs2)SC1Cc1ccc(Cl)cc1Cl (stereo not given)	3.6	44	-31	-3	-1	15	-1.6	28	-8
Cc1ccc2c(c1)C(c1ccccc1)C(=O)O2 (stereo not given)	0.9	11	-12	8	0	6	-0.5	-5	-1
Cc1ncc(CCl)c2c1OC(C)(C)OC2	-0.4	-69	0	5	0	9	-6.3	-7	-3
